Compound activity as filed in PubChem.
P. falciparum M1AAP – P. falciparum M1AAP inhibitors, biochemical, fluorogenic H-Leu-NHMec substrate, 1536-well (AID 1445); inhibition, % at 30 µM; hits with a dose series show IC50 in µM; hit rate 0.42% among 220,000; recombinant M1AAP, H-Leu-NHMec fluorogenic kinetic assay; higher % means a stronger effect;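 active means primary inhibition above the hit cutoff, then over 50% inhibition at one or more dose response concentrations, cut at about 23% in these data, passing the limit was not always enough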;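 further: plate controls were DMSO full reaction for no effect and no enzyme background for full effect; strong numbers were not always called active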
XIAP antagonists – XIAP antagonists, biochemical, IAP family, fluorescence polarization (AID 1018); E3 ubiquitin-protein ligase XIAP (Homo sapiens); hit rate 0.007% among 200,000; displacement, % at 20 µM, or IC50 in µM where a hit was titrated; XIAP BIR domain, fluorescence polarization peptide displacement; higher % means a stronger effect; in the data active means displacement above about 50%; further: a part of the inactive calls stands beside numbers as strong as those of hits
LYP phosphatase – inhibitors of LYP phosphatase, biochemical, fluorescence intensity, uHTS (AID 1779); Tyrosine-protein phosphatase non-receptor type 22 (Homo sapiens); recombinant LYP phosphatase, fluorescence intensity; higher % means a stronger effect; one-dose inhibition, % at 11.5 µM; IC50 in µM for titrated hits; hit rate 0.054% among 290,000;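 further: plate controls were vehicle with enzyme for no effect and no enzyme for full effect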
human PMI inhibition – inhibitors of human PMI, primary screen, biochemical, fluorescence intensity, coupled assay (AID 1209); purified PMI enzyme, coupled fluorescence intensity; higher % means a stronger effect; inhibition, % at 20 µM; hits with a dose series show IC50 in µM; hit rate 0.42% among 190,000;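 further: plate controls were DMSO vehicle for no effect and wells lacking substrate for full effect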
P. falciparum M17LAP – P. falciparum M17LAP inhibitors, primary screen, biochemical, fluorogenic H-Leu-NHMec substrate, 1536-well (AID 1619). recombinant M17LAP, H-Leu-NHMec fluorogenic kinetic assay; higher % means a stronger effect. hit rate 0.38% among 220,000. one-dose inhibition, % at 30 µM; IC50 in µM for titrated hits;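 active means compound inhibiting the enzyme by more than half at any dose during confirmatory dose-response retesting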;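 further: plate controls were full reaction with DMSO carrier for no effect and no enzyme background for full effect; strong numbers were not always called active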
Yfh1-depleted yeast – enhancers of respiration in Yfh1-depleted yeast, dose response, Friedreich's ataxia, plus single-dose screen (AID 1465); S. cerevisiae Yfh1-off respiration, WST-1 reduction, 72 h; higher fold induction means a stronger effect; fold induction at 50 µM; hits with a dose series show EC50 in µM; hit rate 0.074% among 220,000;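 active means fold induction of absorbance versus untreated yeast above a set limit, then at least 30% activation at any dose in follow-up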;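 further: activators that raise dye reduction in frataxin-depleted yeast; strong numbers were not always called active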
human PMI inhibitors – human PMI inhibitors, high substrate, primary screen, biochemical, fluorescence intensity, high mannose 6-phosphate (AID 1220); recombinant PMI enzyme, coupled fluorescence intensity; higher % means a stronger effect; hit rate 0.66% among 190,000; inhibition, % at 20 µM; hits with a dose series show IC50 in µM
TNAP activation fold – human TNAP enzyme activators, primary screen, biochemical, luminescent, no phosphate acceptor, uHTS (AID 1001). Alkaline phosphatase, tissue-nonspecific isozyme (Homo sapiens). purified TNAP, luminescent activation assay, no phosphate acceptor; higher activation fold means a stronger effect. one-dose activation fold at 20 µM; EC50 in µM for titrated hits. hit rate 0.03% among 200,000; in the data active means activation fold from about 3, or a potency from the dose series; inactive means the rest, 99 in 100 with activation fold below about 1.6; further: many of its hits are not listed in these tables
WT yeast gro inh – growth inhibition of WT strain, primary screen, mitochondrial fusion inhibitor project, WT and mutant strains, chemical genetic | hit rate 2.1% among 190,000 | mitochondrial fusion phenotypic screen | inhibition, % at 10 µM; in the data active means inhibition above about 58%; tested in S. cerevisiae
WT yeast gro inh mutant strain – also measured in WT yeast gro inh; calls as there; inhibition, %; mitochondrial fusion phenotypic screen, mutant strain inhibition
* hit, by the source's call; i = inactive; . = no result given. Unless noted, no stated cut-off is given here; in the data, active means inhibition above about 50%; inactive means the rest. No enrichment for hits; about 3.7% have a hit in one of these screens.

#1 COc1ccccc1S(=O)(=O)Cc1ccc(C(=O)N2CCOCC2)o1
#2 CC(OC(=O)c1ccccc1O)C(=O)Nc1ccc(Cl)cn1 (stereo not given)
#3 COc1ccc2c(c1)-c1c(sn(-c3ccccc3)c1=S)C(C)(C)N2
#4 Cn1nc(-c2ccccc2)cc1NC(=O)Nc1ccc(F)cc1
#5 CC1Cc2cccc3c(O)c(C(=O)c4nn[nH]n4)c(=O)n1c23 (stereo not given)
#6 Cc1ccc2c(c1)sc(=NC(=O)C1CC1)n2C
#7 O=C(NCC1CCCO1)c1cc(S(=O)(=O)N2CCCC2)c(Cl)cc1Cl (stereo not given)
#8 Oc1ccccc1-c1nc(NCCN2CCOCC2)c2ccccc2n1

Compound,1,2,3,4,5,6,7,8
P. falciparum M1AAP,-2%,4%,7%,-5%,-6%,5%,0%,1%
XIAP antagonists,-1.9%,-11%,-3.1%,.,2.1%,.,-3.2%,-2.1%
LYP phosphatase,-5%,-6%,-1%,-3%,-1%,2%,-8%,6%
human PMI inhibition,-14%,13%,2%,.,-8%,.,10%,-6%
P. falciparum M17LAP,5%,0%,9%,-1%,26%,4%,-18%,2%
Yfh1-depleted yeast,i,i,i,i,i,i,i,i
human PMI inhibitors,-20%,13%,4%,.,-3%,.,12%,-7%
TNAP activation fold,1.1,1,1,.,1.1,.,1,0.9
WT yeast gro inh,2,8,4,.,18,.,-1,36
WT yeast gro inh mutant strain,0,18,-5,.,7,.,5,46

#9 CC(C(=O)Nc1ccccc1-c1ccccc1)N1CCN(Cc2ccccc2)CC1 (stereo not given)
#10 CCC(C)NC(=O)c1cc(C)no1 (stereo not given)
#11 Cn1c(=O)c2cn(-c3cccc4ccccc34)cc2n(C)c1=O
#12 C/C(=N\N1CCN(Cc2ccc(Cl)cc2)CC1)c1ccc(F)cc1
#13 O=C(NC1CCCC1)c1ccc(CS(=O)(=O)c2ccc(Br)cc2)o1
#14 Cc1ccc(C(=O)/C=C/Nc2ccc3c(c2)OCO3)cc1
#15 COCCn1c(SCc2ccccc2Cl)nc2c1c(=O)[nH]c(=O)n2C
#16 CCOc1nc(NC(=O)NS(=O)(=O)c2ccccc2F)nc(-c2ccccc2)n1

Compound,9,10,11,12,13,14,15,16
P. falciparum M1AAP,-3%,5%,2%,-4%,1%,13%,0%,2%
XIAP antagonists,-9.2%,-0.4%,-7.1%,.,-4.8%,-1.6%,-6.3%,-22%
LYP phosphatase,-5%,-8%,0%,-3%,-6%,-6%,-4%,-4%
human PMI inhibition,-3%,6%,13%,.,-7%,7%,8%,-12%
P. falciparum M17LAP,-6%,-11%,1%,-7%,8%,12%,-5%,13%
Yfh1-depleted yeast,i,i,i,i,i,i,i,i
human PMI inhibitors,3%,6%,-3%,.,-8%,7%,8%,2%
TNAP activation fold,1.1,1.1,1,.,1.1,1,1,1
WT yeast gro inh,6,1,-1,.,10,-6,.,-26
WT yeast gro inh mutant strain,18,1,-4,.,-6,-2,.,-2

#17 CCN1CCN(Cc2ccc(NC(=O)c3cc(NC(=O)c4cc5cccc(OC)c5o4)cc(OC)c3)cc2C(F)(F)F)CC1
#18 COc1ccc(-n2c(Cc3cccn3C)nnc2SCC(=O)Nc2ccccc2)cc1
#19 C=CCNCc1cccn1-c1sc2c(c1C#N)CCCC2
#20 O=C(Nc1nc(-c2cccs2)c(C(=O)C(F)(F)F)s1)c1ccccc1
#21 COc1ccccc1NC(=O)C(=O)Nc1ccccn1
#22 O=C(C1CCC1)N1CCN(Cc2ccccc2)CC1
#23 Cc1cc(-n2cnc3c(=O)[nH]cnc32)ccc1N
#24 O=C(NNS(=O)(=O)c1ccc(C(F)(F)F)cc1)c1cnn(-c2ccccc2)c1C(F)(F)F

Compound,17,18,19,20,21,22,23,24
P. falciparum M1AAP,0%,11%,3%,2%,6%,7%,0%,-4%
XIAP antagonists,.,-5.6%,-6.2%,-3.6%,-11%,-2.7%,.,.
LYP phosphatase,-12%,4%,-2%,-3%,-9%,-4%,-6%,-2%
human PMI inhibition,.,18%,6%,10%,4%,-8%,.,.
P. falciparum M17LAP,-5%,6%,-2%,1%,7%,-1%,3%,12%
Yfh1-depleted yeast,i,i,i,.,i,i,i,i
human PMI inhibitors,.,16%,5%,10%,6%,-10%,.,.
TNAP activation fold,.,1.1,1.1,1.1,1,1.2,.,.
WT yeast gro inh,.,12,12,60*,-4,7,.,.
WT yeast gro inh mutant strain,.,3,16,16*,-19,12,.,.

#25 Cc1ccc(-c2csc(NC(=S)NC(=O)c3cccs3)n2)cc1
#26 Cn1cc(CN2CCN(Cc3ccc4c(c3)OCO4)CC2)c(-c2ccccc2F)n1
#27 COc1cc(/C=C2/NC(=O)N(CC(=O)Nc3ccc(C)cc3)C2=O)ccc1Oc1ccc([N+](=O)[O-])cn1
#28 Cc1cccc(N)c1SC1CCCCC1O (stereo not given)
#29 CCCc1cc(N2CCN(C(=O)c3ccco3)CC2)n2c(nc3ccccc32)c1C#N
#30 O=C(Nc1cccc(S(=O)(=O)C(F)F)c1)c1ccc(S(=O)(=O)N2CCCCC2)cc1
#31 O=S(=O)(c1ccccc1)c1nc(-c2ccco2)oc1NCc1ccccc1
#32 COc1ccccc1N1CCN(CC(O)COc2ccc3c(C)cc(=O)oc3c2)CC1 (stereo not given)

Compound,25,26,27,28,29,30,31,32
P. falciparum M1AAP,2%,5%,6%,4%,2%,1%,0%,8%
XIAP antagonists,-4.8%,-0.9%,-1.5%,0.8%,-10%,-3.7%,-3.7%,-3.5%
LYP phosphatase,-6%,-2%,-9%,-6%,-3%,-4%,-4%,-7%
human PMI inhibition,-7%,8%,1%,13%,12%,7%,-9%,-1%
P. falciparum M17LAP,11%,11%,2%,5%,-20%,-4%,11%,-2%
Yfh1-depleted yeast,i,i,i,i,i,i,i,i
human PMI inhibitors,-7%,20%,6%,9%,2%,11%,-20%,-3%
TNAP activation fold,0.8,1.1,1.1,1,1.2,1.1,1.3,1
WT yeast gro inh,-7,5,14,-10,14,-12,11,2
WT yeast gro inh mutant strain,-2,2,-4,25,2,-12,-1,6

An excerpt of these results, as labelled records:
28) Cc1cccc(N)c1SC1CCCCC1O (stereo not given)
  P. falciparum M1AAP: 4% | XIAP antagonists: 0.8% | LYP phosphatase: -6% | human PMI inhibition: 13% | P. falciparum M17LAP: 5% | Yfh1-depleted yeast: i | human PMI inhibitors: 9% | TNAP activation fold: 1 | WT yeast gro inh: -10 | WT yeast gro inh mutant strain: 25

29) CCCc1cc(N2CCN(C(=O)c3ccco3)CC2)n2c(nc3ccccc32)c1C#N
  P. falciparum M1AAP: 2% | XIAP antagonists: -10% | LYP phosphatase: -3% | human PMI inhibition: 12% | P. falciparum M17LAP: -20% | Yfh1-depleted yeast: i | human PMI inhibitors: 2% | TNAP activation fold: 1.2 | WT yeast gro inh: 14 | WT yeast gro inh mutant strain: 2

30) O=C(Nc1cccc(S(=O)(=O)C(F)F)c1)c1ccc(S(=O)(=O)N2CCCCC2)cc1
  P. falciparum M1AAP: 1% | XIAP antagonists: -3.7% | LYP phosphatase: -4% | human PMI inhibition: 7% | P. falciparum M17LAP: -4% | Yfh1-depleted yeast: i | human PMI inhibitors: 11% | TNAP activation fold: 1.1 | WT yeast gro inh: -12 | WT yeast gro inh mutant strain: -12

31) O=S(=O)(c1ccccc1)c1nc(-c2ccco2)oc1NCc1ccccc1
  P. falciparum M1AAP: 0% | XIAP antagonists: -3.7% | LYP phosphatase: -4% | human PMI inhibition: -9% | P. falciparum M17LAP: 11% | Yfh1-depleted yeast: i | human PMI inhibitors: -20% | TNAP activation fold: 1.3 | WT yeast gro inh: 11 | WT yeast gro inh mutant strain: -1

Next records follow.
#33 CCC(C)C(NC(=O)[C@@H](NC(=O)c1ccccc1F)C(C)C)C(=O)OC (stereo not given in full)
#34 O=C(CCS(=O)(=O)c1cccs1)Nc1ccc(C(=O)NC2CCCC2)cc1
#35 O=C(NCCN1CCOCC1)c1ccc2c(c1)N(Cc1cccc(F)c1)C(=O)c1ccccc1S2
#36 O=C(O)CCc1nn2c3ccccc3n(CCN3CCCCC3)c2nc1=O
#37 O=C(NCC1CCCO1)c1csc(Nc2cccc3ccccc23)n1 (stereo not given)
#38 COc1ccccc1C(=O)NCCN1CCN(C(=O)c2ccccc2OC)CC1
#39 Cc1cc(C)nc(N2CCN(c3nc(C)cc(C)n3)CC2)n1
#40 Cc1csc(NC(=O)CSc2nnc(-c3ccc(Cl)cc3)n2N)n1

Compound,33,34,35,36,37,38,39,40
P. falciparum M1AAP,12%,-12%,3%,17%,5%,1%,11%,7%
XIAP antagonists,-4.9%,-1.9%,-6.7%,-4.1%,-3.2%,-2.1%,-0.4%,-5.2%
LYP phosphatase,-12%,-6%,-6%,-5%,5%,-7%,-2%,-9%
human PMI inhibition,-8%,-2%,-7%,-9%,.,2%,2%,3%
P. falciparum M17LAP,29%,-1%,0%,7%,5%,-6%,1%,-3%
Yfh1-depleted yeast,i,i,i,i,i,i,i,i
human PMI inhibitors,-16%,-6%,-5%,-4%,.,-4%,6%,4%
TNAP activation fold,0.9,1.1,1.1,1.1,1.1,1.1,1.1,1.1
WT yeast gro inh,-6,-6,0,-4,25,0,-9,1
WT yeast gro inh mutant strain,-38,-16,-4,-3,6,-4,-8,0

#41 Cc1ccc(S(=O)(=O)CC(=O)N2CCOCC2)cc1
#42 CCn1c(SCC(=O)N/N=C/c2cc(OC)c(OC)c(OC)c2)nc2ccccc21
#43 COc1cccc(NC(=O)Cn2c(SCC(=O)N3CCOCC3)nc3ccccc32)c1
#44 O=C(CN1CCc2ccccc21)NCc1ccc2c(c1)OCO2
#45 O=C(OCC#CCSc1nc2ccccc2o1)c1ccco1
#46 COc1ccc(Cl)cc1-c1nc(SCC(=O)NC(C)(C)C)n[nH]1
#47 O=C(NCc1cccnc1)C(=O)Nc1nccs1
#48 CCCCNC(=S)NCCN1CCN(C(=S)NCCCC)CC1
#49 CSc1ncccc1C(=O)OCC(=O)NC(N)=O
#50 CC1=C(C(=O)Nc2cccc(C)n2)C(c2ccc3c(c2)OCO3)C2=C(CC(c3ccco3)CC2=O)N1 (stereo not given)

Compound,41,42,43,44,45,46,47,48,49,50
P. falciparum M1AAP,.,10%,2%,4%,-3%,-1%,2%,0%,-2%,4%
XIAP antagonists,-4.8%,-2.7%,-2.0%,-4.7%,-0.8%,-2.4%,-1.2%,-1.2%,-2.4%,0.4%
LYP phosphatase,3%,0%,-6%,-3%,1%,-4%,-4%,-1%,-6%,0%
human PMI inhibition,-10%,14%,5%,12%,12%,-1%,-6%,-1%,-4%,7%
P. falciparum M17LAP,.,10%,15%,12%,0%,-5%,0%,-3%,2%,0%
Yfh1-depleted yeast,i,i,i,i,i,i,i,i,i,i
human PMI inhibitors,-4%,1%,2%,6%,10%,-6%,-2%,4%,4%,6%
TNAP activation fold,1,1.2,1,1,1.2,0.9,1.2,1.1,1.1,1.1
WT yeast gro inh,-11,15,-11,-12,-9,-11,-7,2,-5,4
WT yeast gro inh mutant strain,8,16,-17,-7,2,17,15,-2,-10,9
